# Source: PubChem BioAssay (several laboratories)
# AID2073 = inhibitors of Mint1-CaV2.2 protein interaction, biochemical, HTRF (AID 2073) | Voltage-dependent N-type calcium channel subunit alpha-1B (Homo sapiens) | HTRF protein-protein interaction, Mint1-CaV2.2; higher % means a stronger effect | inhibition, % at 20 µM; hits with a dose series show IC50 in µM | hit rate 0.19% among 290,000; in the data active means inhibition mostly above about 51%, no sharp cut-off; further: some results filed as inactive read as strong as hits
# WT yeast gro inh = growth inhibition of WT strain, primary screen, mitochondrial fusion inhibitor project, WT and mutant strains, chemical genetic. hit rate 2.1% among 190,000. AID 1362, 2008. inhibition, % at 10 µM. mitochondrial fusion phenotypic screen; in the data active means inhibition above about 58%; tested in S. cerevisiae
# Dengue-2 NS5 capping = Dengue-2 NS5 methyltransferase inhibitors, primary screen, biochemical, confirmation dose response (AID 588689). hit rate 0.3% among 340,000. one-dose inhibition, % at 25 µM; IC50 in µM for titrated hits. Genome polyprotein (Dengue virus type 2 (strain 16681-PDK53)). Dengue-2 NS5 methyltransferase capping enzyme assay, biochemical; higher % means a stronger effect; in the data active means a potency from the dose series
# Autophagy mod = autophagy modulators in MEF cells, primary screen, imaging, high-content, MEF GFP-LC3 | MEF GFP-LC3 puncta imaging; test concentration mostly 10 µM | calls only at 10 µM (by protocol) | hit rate 0.98% among 190,000;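 active means percentage of spot-positive cells more than 3 SD above its plate mean, without a fluorescence outlier flag or 80% toxicity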;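 further: spot-positive cell cutoff set from DMSO-treated cells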
# LYP inhibition = inhibitors of LYP phosphatase, biochemical, fluorescence intensity, uHTS (AID 1779); recombinant LYP phosphatase, fluorescence intensity; higher % means a stronger effect; inhibition, % at 11.5 µM; hits with a dose series show IC50 in µM; Tyrosine-protein phosphatase non-receptor type 22 (Homo sapiens); hit rate 0.054% among 290,000; in the data active means inhibition above about 50%;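 further: plate controls were vehicle with enzyme for no effect and no enzyme for full effect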
# UTI89 phage lysis = inhibition of K1F phage lysis, E. coli UTI89, bacterial capsule biogenesis inhibitors, alamar blue (AID 488966); E. coli UTI89 K1F phage lysis, alamar blue, 2 h; higher % means a stronger effect; one-dose inhibition, % at 100 µM; IC50 in µM for titrated hits; hit rate 0.02% among 340,000;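 active means phage lysis inhibition, versus mean bacterial control, above a set limit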;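 further: capsule biogenesis inhibitors block K1F phage lysis so surviving cells raise fluorescence; higher fluorescence means more inhibition of phage lysis; actives were called in the ten point dose series up to 300 µM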
# NTR1 agonist = agonists of NTR1, primary screen, imaging, U2OS cells, beta-arrestin-GFP, high content (AID 493036); hit rate 0.17% among 330,000; activation, % at 20 µM; NTR1-U2OS beta-arrestin-GFP spot imaging, agonist mode;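 active means activation at or above 40% of the spot to cytoplasm intensity ratio, with at least 20 cells analyzed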;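 further: 0% = DMSO without peptide and 100% = 100 nM NTR1 peptide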
# Target sequence (P30989 whole entry, looked up): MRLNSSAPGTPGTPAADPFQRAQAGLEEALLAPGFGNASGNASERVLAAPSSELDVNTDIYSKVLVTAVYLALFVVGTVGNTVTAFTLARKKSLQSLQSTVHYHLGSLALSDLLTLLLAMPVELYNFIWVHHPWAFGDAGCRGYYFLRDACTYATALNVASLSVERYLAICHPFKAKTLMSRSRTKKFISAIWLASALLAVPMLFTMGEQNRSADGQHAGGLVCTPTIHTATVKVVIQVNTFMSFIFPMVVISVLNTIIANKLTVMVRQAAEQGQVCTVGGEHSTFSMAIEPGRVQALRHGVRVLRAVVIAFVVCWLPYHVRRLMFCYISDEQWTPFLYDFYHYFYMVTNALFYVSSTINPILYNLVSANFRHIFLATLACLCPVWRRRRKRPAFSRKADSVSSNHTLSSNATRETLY
# GPR35 arrestin U2OS = GPR35 antagonists blocking zaprinast-driven arrestin recruitment, primary screen, imaging, U2OS, beta-arrestin-GFP, zaprinast agonist (AID 2058); hit rate 0.052% among 290,000; inhibition, % at 10 µM, or IC50 in µM where a hit was titrated; G-protein coupled receptor 35 (Homo sapiens); U2OS GPR35 beta-arrestin-GFP translocation imaging, zaprinast antagonism; higher % means a stronger effect;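 active means inhibition of at least 50% with at least 30 cells and total cytoplasm GFP at most 10,000,000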
# RSV antiviral HEp-2 = RSV antiviral activity via CPE protection, HEp-2 cells, primary 10 µM value included (AID 2391); HEp-2 cells, RSV-induced CPE inhibition; higher % means a stronger effect; CPE inhibition, % at 10 µM, or IC50 in µM where a hit was titrated; hit rate 0.13% among 310,000; in the data active means a potency from the dose series; further: strong numbers were not always called active
# WT yeast gro inh mutant strain = recorded beside WT yeast gro inh, whose call it bears; inhibition, %; mitochondrial fusion phenotypic screen, mutant strain inhibition
# Autophagy mod cell loss 18 h = also measured in Autophagy mod; calls as there; toxicity, %; measured here: cell loss, nuclei count;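 cell loss after 18 h compound exposure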
# NTR1 agonist cell count 20 µM = recorded beside NTR1 agonist, whose call it bears; cell count; measured here: cell count, cytotoxicity flag
# Dengue-2 NS5 capping pilot replicate = second read-out of Dengue-2 NS5 capping, no call of its own (marks repeat the call); inhibition, %; measured here: pilot screen replicate inhibition
# The depositor's hits bear a star; i = inactive; / = no result given; + = active, no number; [ ] = remark or other dose.
SMILES,AID2073,WT yeast gro inh,WT yeast gro inh mutant strain,Dengue-2 NS5 capping,Autophagy mod,Autophagy mod cell loss 18 h,LYP inhibition,UTI89 phage lysis,NTR1 agonist,NTR1 agonist cell count 20 µM,GPR35 arrestin U2OS,RSV antiviral HEp-2,others
C=CCc1ccc(OCC(O)CN2CCCCC2)c(OC)c1 (centres undefined),-6%,-2,10,6%,i,-4,-11%,4.3%,-2.0,76,-19%,0.7%,
COc1ccc(CC(=O)OCC(=O)c2ccc(OC)c(OC)c2)cc1,/,/,/,-3%,/,/,/,0.2%[50 µM],-0.1,60,/,0.5%,
CCN1N=C(C)C=C(c2ccccc2)n2c1nc1ccccc12,5%,/,/,-8%,/,/,-11%,0.8%[50 µM],0.3,45,-13%,5.6%,
Cc1ccc(OC(C)C(=O)Nc2cc(C)on2)cc1 (centres undefined),9%,/,/,-2%,/,/,-5%,0.3%,-0.1,72,18%,0.7%,
Cc1ccc(C)c(-n2cc(CN3CCCN(C=O)CC3)c(-c3ccccc3)n2)c1,-6%,12,18,-5%,i,17,-5%,0.2%,-0.9,50,-9%,0.5%,
O=C(CCCN1C(=O)/C(=C/c2ccc(F)cc2)SC1=S)NC1CCS(=O)(=O)C1 (centres undefined),-8%,/,/,-3%,/,/,-6%,0.4%,0.9,49,11%,4.7%,
COC(=O)c1cc(Cl)c(NC(=O)/C=C/c2ccc(Cl)cc2Cl)cc1OC,14%,0,0,-1%,i,8,3%,0.4%,20,60,-19%,-0.3%,
NNC(=S)NC1CC2CC1C1C=CCC21 (centres undefined),2%,/,/,2%,/,/,-5%,-1.4%,0.0,56,-3%,0.9%,
Cc1cc(C)c(OCCOCCN2CCCC2)c(C)c1,/,/,/,2%,/,/,/,0.2%,-1.6,36,/,1.3%,
CCCCSc1nnc(CSc2nc3nc(C)cc(C)n3n2)o1,0%,23,-10,-2%,i,-3,-5%,0.6%,0.6,31,10%,4.6%,
CC(NC(=O)CC12CC3CC(CC(C3)C1)C2)C(=O)O (centres undefined),-3%,-8,-24,-3%,i,2,-6%,0.4%,-0.5,55,-12%,0.9%,
c1ccc(-c2csc(Nc3ccccn3)n2)cc1,6%,/,/,/,/,/,-4%,0.2%,17,45,17%,13%,

# Reprinted from the part before: 5 compounds, followed by the next part.
SMILES,AID2073,WT yeast gro inh,WT yeast gro inh mutant strain,Dengue-2 NS5 capping,Autophagy mod,Autophagy mod cell loss 18 h,LYP inhibition,UTI89 phage lysis,NTR1 agonist,NTR1 agonist cell count 20 µM,GPR35 arrestin U2OS,RSV antiviral HEp-2,others
NNC(=S)NC1CC2CC1C1C=CCC21 (centres undefined),2%,/,/,2%,/,/,-5%,-1.4%,0.0,56,-3%,0.9%,
Cc1cc(C)c(OCCOCCN2CCCC2)c(C)c1,/,/,/,2%,/,/,/,0.2%,-1.6,36,/,1.3%,
CCCCSc1nnc(CSc2nc3nc(C)cc(C)n3n2)o1,0%,23,-10,-2%,i,-3,-5%,0.6%,0.6,31,10%,4.6%,
CC(NC(=O)CC12CC3CC(CC(C3)C1)C2)C(=O)O (centres undefined),-3%,-8,-24,-3%,i,2,-6%,0.4%,-0.5,55,-12%,0.9%,
c1ccc(-c2csc(Nc3ccccn3)n2)cc1,6%,/,/,/,/,/,-4%,0.2%,17,45,17%,13%,
COC(=O)c1cc(Sc2c(Cl)cccc2Cl)ccn1,-7%,22,23,-15%,i,19,-2%,-1.3%,-0.1,43,-2%,-3.0%,
Cc1c(C(=O)Nc2ccc(Cl)cc2)c2ccccn2c1C(=O)c1ccc([N+](=O)[O-])cc1,7%,21,21,-10%,+,-28*,-1%,2.2%,-2.5,12,3%,2.4%,
CC(C)(C)OC(=O)CNC(=O)c1[nH]cnc1C(=O)N[C@@H](CCCCNC(=O)OC(C)(C)C)C(=O)OC(C)(C)C,10%,/,/,-11%,/,/,3%,1.3%,-1.5,100,-9%,13%,
O=C(NCCc1ccncc1)c1ccccc1F,4%,/,/,-5%,i,5,-10%,0.9%,-0.8,78,6%,1.6%,Dengue-2 NS5 capping pilot replicate=-2.7
FC(F)(F)c1cc(-c2cccs2)nc2cc(-c3cccs3)nn12,24%,/,/,/,/,/,-2%,/,3.0,59,-19%,3.5%,
Cc1ccccc1S(=O)(=O)c1cc(C#N)c(=O)[nH]c1N,13%,3,-5,-3%,i,-6,2%,0.1%,-1.0,72,-14%,0.2%,
Cc1ccc(C(=O)N/C(=C/c2ccco2)C(=O)N2CCCCCC2)cc1,-1%,/,/,7%,/,/,1%,0.0%,2.0,56,-13%,1.2%,
CCc1ccccc1NC(=O)N1CCc2ccccc21,8%,/,/,-2%,/,/,2%,0.2%,0.7,56,-8%,-0.1%,
COc1ccc(OCC(=O)NNC(=O)c2ccccc2OCc2c(C)noc2C)cc1,/,/,/,1%,/,/,/,1.2%[50 µM],-0.9,70,/,-0.4%,
CC(C)NC(=O)/C(=C/c1ccco1)c1ccccc1,12%,-2,4,-7%,i,19,1%,0.2%,-0.2,39,-9%,1.9%,
CCOc1ccsc1C(=O)OC,-3%,/,/,5%,/,/,-7%,-0.1%,-1.4,60,-12%,1.1%,
Cc1ccc(-c2csc3nc4cc(C(=O)NC5CCC(O)CC5)ccc4c(=O)n23)cc1 (centres undefined),18%,/,/,-2%,/,/,-9%,4.7%,0.7,54,-1%,1.9%,
CN(C)c1nc(OCCNC(=O)COc2ccccc2Cl)nc(N(C)C)n1,3%,3,-2,2%,i,-9,-10%,0.0%,-1.7,79,2%,4.2%,
CC(=O)Nc1nnc(CCS(=O)(=O)c2ccc(Cl)cc2)s1,-7%,-1,4,-1%,i,9,0%,-0.1%,/,/,-1%,/,
CC(=O)N1[C@H](Cc2ccccc2)C=C[C@]1(C)C(=O)NCCN1CCOCC1,2%,/,/,-3%,/,/,-14%,-0.7%,2.9,56,14%,1.4%,
c1ccc(C2CNCCc3ccccc32)cc1 (centres undefined),1%,/,/,3%,/,/,-11%,0.0%,-1.6,95,-12%,0.3%,
CCN(CC)CCNc1ncnc2c1sc1nc(N3CCCC3)c3c(c12)CC(C)(C)OC3,9%,3,4,4%,i,-5,9%,-1.0%,7.7,73,-8%,0.3%,
CC(C)C(c1nnnn1Cc1ccc2c(c1)OCO2)N1CCN(C)CC1 (centres undefined),7%,-15,4,-2%,i,4,-7%,0.5%,-1.3,98,-13%,1.1%,
O=C(Nc1ccc(F)cc1)c1ccc(-n2ccnc2)nc1,-3%,2,-10,-3%,i,-6,-2%,2.2%,7.1,81,9%,1.9%,Dengue-2 NS5 capping pilot replicate=-0.6
C=CCS/C(N)=N\N=C\c1c(O)ccc2ccccc12,-14%,/,/,-3%,/,/,-4%,0.6%,3.7,65,-4%,22%,
CCc1ccc(NC(=O)C2=CC(c3cccs3)=NS(=O)(=O)N2C)cc1,10%,/,/,0%,/,/,-9%,-0.9%,3.3,81,-10%,5.4%,
COC(=O)Cn1cnc2c(cnn2-c2ccc(OC)cc2)c1=O,0%,/,/,-9%,/,/,-2%,-0.7%,-0.9,66,-2%,6.1%,
CCN(C(=O)COc1cc(OC)ccc1C(C)=O)C1CCS(=O)(=O)C1 (centres undefined),/,/,/,7%,/,/,/,-0.4%[50 µM],1.2,50,/,0.4%,
O=C(COc1ccc(NC(=O)c2ccccc2[N+](=O)[O-])cc1)c1ccc(F)cc1,4%,-13,-5,-8%,i,-10,-2%,-2.0%,1.2,43,4%,-0.5%,
O=C(CSc1cccc[n+]1[O-])Nc1ccc(C(F)(F)F)cc1[N+](=O)[O-],-2%,-1,-4,0%,i,-5,-4%,-0.1%,0.3,61,-2%,1.7%,
NC(=O)[C@@H]1CC2(CC(c3cccc(NC(=O)CC(c4ccccc4)c4ccccc4)c3)=NO2)CN1C(=O)COc1ccc(Cl)cc1 (some centres undefined),20%,/,/,-1%,/,/,4%,0.2%,3.3,61,-3%,5.5%,
CCCc1nnc(NC(=O)Cn2c(=O)oc3ccccc32)s1,-22%,1,-14,-4%,i,6,-3%,-1.1%,-1.2,60,-8%,1.1%,
COc1cccc2c(=S)c(CCC(C)=O)c(C)[nH]c12,-4%,4,6,0%,i,0,-3%,-1.2%,/,/,17%,0.8%,
Cc1sc(NC(=O)C2=COCCO2)nc1-c1ccc(Cl)cc1,/,/,/,2%,/,/,/,0.7%[50 µM],2.3,70,/,0.1%,
Nc1c(C(=O)NCc2ccc3c(c2)OCO3)nnn1Cc1ccc(Br)cc1,17%,/,/,-2%,/,/,-1%,0.3%,4.4,71,4%,-1.4%,
O=C(O)CSC(NC(=O)c1cccnc1)(C(F)(F)F)C(F)(F)F,-1%,-9,-41,-1%,i,-3,2%,0.8%,-0.6,94,13%,1.6%,
COc1cc(/C=C/C(=O)OCC(=O)c2c[nH]c3ccccc23)ccc1OC(F)F,3%,2,9,-4%,i,9,4%,3.3%,9.2,52,7%,3.1%,
COc1ccccc1CNC(=O)[C@H](C)NC(=O)C1CCN(C(=O)[C@@H](N)C(C)C)CC1,7%,/,/,-1%,/,/,-6%,3.8%,-0.5,82,-12%,1.2%,
CC(=O)NS(=O)(=O)c1ccc(NC(=S)NC(=O)C(C)C)cc1,9%,3,-1,-6%,i,36,-2%,0.0%,-0.2,60,14%,1.2%,
CCOC(=O)Cc1csc(CC(N)=O)n1,2%,/,/,8%,/,/,-7%,-1.9%,-1.0,45,12%,5.3%,
COC(=O)Cn1c(=O)n(CCc2ccccc2)c(=O)c2c3c(sc21)CCCC3,-4%,32,28,2%,i,-6,-2%,-1.0%,8.1,70,0%,4.0%,
COc1ccc(C(=O)CN2C(=O)c3ccccc3S2(=O)=O)cc1,9%,/,/,/,/,/,-1%,/,1.6,41,17%,1.7%,
O=C(NCc1ccco1)c1ccc2c(=O)n(CC3CCCO3)c(=S)[nH]c2c1 (centres undefined),-41%,-18,16,-5%,i,4,3%,6.0%,1.5,58,0%,1.4%,

# Compounds from the list above that have a CF3 group:
SMILES,AID2073,WT yeast gro inh,WT yeast gro inh mutant strain,Dengue-2 NS5 capping,Autophagy mod,Autophagy mod cell loss 18 h,LYP inhibition,UTI89 phage lysis,NTR1 agonist,NTR1 agonist cell count 20 µM,GPR35 arrestin U2OS,RSV antiviral HEp-2,others
FC(F)(F)c1cc(-c2cccs2)nc2cc(-c3cccs3)nn12,24%,/,/,/,/,/,-2%,/,3.0,59,-19%,3.5%,
O=C(CSc1cccc[n+]1[O-])Nc1ccc(C(F)(F)F)cc1[N+](=O)[O-],-2%,-1,-4,0%,i,-5,-4%,-0.1%,0.3,61,-2%,1.7%,
O=C(O)CSC(NC(=O)c1cccnc1)(C(F)(F)F)C(F)(F)F,-1%,-9,-41,-1%,i,-3,2%,0.8%,-0.6,94,13%,1.6%,

# Compounds as they come. Share with any hit: about 2.6%.
